D2 PAM: D2 dopamine receptor (human) potentiation; HEK293 T-REx D2, calcium flux, EC20 dopamine potentiation; potentiation, % at 10 µM; 340,000 tested, 0.34% active; AID 485347;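 active = potentiation over 3 SD above the plate norm, cut at about 30% in these data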; also: 0% is about no effect
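Calcium flux readout, no-wash dye, 1 read/s. Inducible HEK293 Trex D2 line, overnight 30 C. Compound alone 180 s (agonist flags), then EC20 dopamine, another 180 s to score potentiation.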
D2 antag: D2 dopamine receptor (human) antagonism | AID 485344 | inhibition, % at 10 µM | P14416 | 340,000 tested, 2% active | HEK293 TREx D2 cells, calcium flux, dopamine EC80; in the data active = inhibition above about 30%; also: 0% is about no effect
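Antagonism is scored as inhibition of an EC80 dopamine-evoked calcium signal in a force-coupled, tetracycline-inducible HEK293 T-REx D2 line, with compound present 180 s before agonist.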
TRHR enhancer: allosteric enhancers of human TRH receptor; P34981; TRHR cells, fluo-8 calcium fluorescence, EC20 TRH enhancement; enhancement, % at 2 µM; 360,000 tested, 0.66% active; AID 493056; in the data active = enhancement above about 30%; also: 0% is about no effect
Target sequence (P34981 whole entry, looked up): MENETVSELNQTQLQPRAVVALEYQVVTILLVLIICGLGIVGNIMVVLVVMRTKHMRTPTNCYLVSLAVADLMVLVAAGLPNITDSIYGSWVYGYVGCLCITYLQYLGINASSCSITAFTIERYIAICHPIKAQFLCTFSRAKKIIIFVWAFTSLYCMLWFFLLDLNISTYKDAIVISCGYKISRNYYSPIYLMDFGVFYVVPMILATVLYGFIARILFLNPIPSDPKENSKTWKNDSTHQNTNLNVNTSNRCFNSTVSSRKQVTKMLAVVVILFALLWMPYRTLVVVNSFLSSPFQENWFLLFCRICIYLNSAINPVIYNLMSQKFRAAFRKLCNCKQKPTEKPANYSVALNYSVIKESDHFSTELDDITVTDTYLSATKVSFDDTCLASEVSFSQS
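TRHR-expressing cells loaded with fluo-8 calcium dye were read kinetically (ex 480/em 530) during compound addition, then stimulated with an EC20 of TRH (10 nM final). Enhancement of the Gq-mediated intracellular calcium response was scored.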
D1 PAM: human D1 dopamine receptor positive modulation; HEK293 TREx D1 cells, calcium flux, dopamine EC20 potentiation; 360,000 tested, 0.036% active; AID 504651; potentiation, % at 10 µM; P21728; in the data active = potentiation above about 30%; also: 0% is about no effect
Target sequence (P21728 whole entry, looked up): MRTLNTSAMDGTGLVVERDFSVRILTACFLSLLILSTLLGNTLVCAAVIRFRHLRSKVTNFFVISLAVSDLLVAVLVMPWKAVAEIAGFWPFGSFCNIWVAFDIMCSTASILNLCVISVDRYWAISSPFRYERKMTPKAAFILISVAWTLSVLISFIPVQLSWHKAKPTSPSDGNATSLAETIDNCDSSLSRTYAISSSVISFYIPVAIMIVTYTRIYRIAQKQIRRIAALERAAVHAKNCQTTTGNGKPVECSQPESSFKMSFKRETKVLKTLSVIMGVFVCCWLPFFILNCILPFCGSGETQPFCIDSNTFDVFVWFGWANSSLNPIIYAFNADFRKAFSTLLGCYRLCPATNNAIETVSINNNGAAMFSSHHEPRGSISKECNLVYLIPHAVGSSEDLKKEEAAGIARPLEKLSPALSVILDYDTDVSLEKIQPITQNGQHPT
D2 ag: activates the human D2 dopamine receptor; P14416; HEK293 T-REx D2 cells, calcium flux agonist mode; activation, % at 2 µM; 340,000 tested, 0.53% active; AID 485358;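 active = activation over 3 SD above normal in the single-dose calcium agonist read, cut at about 30% in these data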; also: 0% is about no effect
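Tetracycline-induced HEK293 Trex cells with D2 receptor force-coupled to calcium signaling, plated overnight at 30 C and loaded with no-wash calcium dye. Calcium flux read kinetically for 180 s after compound addition; responses flag agonists.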
RXFP1 antag: antagonists of human relaxin receptor RXFP1; HEK293-RXFP1, relaxin-stimulated cAMP HTRF, 30 min; active compounds read low; Q9HBX9; 350,000 tested, 0.59% active; AID 1259400; activity change, negative = inhibition, % at 57.5 µM;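 active = activity change of -60% or lower, but not beyond a set lower limit; inconclusive = change between -60% and -40%, or beyond the set limit; inactive = change above -40%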; also: % is scaled to controls: 0 for no effect and ±100 for the full control effect
D1 agonist: human D1 receptor agonism; 360,000 tested, 1% active; P21728; AID 504660; activation, % at 2 µM; HEK293 T-REx D1 cells, calcium flux, agonist mode; also: 0% is about no effect
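Tetracycline-induced HEK293 TREx D1 cells, force-coupled to calcium signalling, were dye-loaded with a no-wash calcium kit. Compound was pin-added after a 10 s baseline. Fluorescence was read kinetically at 1 cycle/s for 180 s, with calcium rises flagged as agonism.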
TRHR agonist: agonists of human TRH receptor | P34981 | TRHR cells, calcium flux fluo-8, FDSS agonist mode | activation, % at 2 µM | 360,000 tested, 0.18% active | AID 493084; also: 0% is about no effect
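TRHR-expressing cells, plated overnight in medium with 10% serum, were loaded with fluo-8 calcium dye at room temperature. After a 10 s baseline, library compound was pin-added and calcium release was recorded kinetically (ex 480/em 530) as agonist response.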
D1 antag: human D1 dopamine receptor antagonism. HEK293 TREx D1 cells, calcium flux, dopamine EC80; active compounds read low. activity change, negative = inhibition, % at 10 µM. 360,000 tested, 3.2% active. AID 504652; in the data active = activity change below about -30%; also: % is scaled to controls: 0 for no effect and ±100 for the full control effect
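After overnight tetracycline induction at 30 C, force-coupled D1 HEK293 cells took up a no-wash calcium dye at room temperature. Compounds were added and monitored 180 s, and the response to EC80 dopamine was then recorded.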
* marks the source's active call; other numbers are inactive results; ? = inconclusive; . = no result given. Rule as the data show it, unless noted: active = activation above about 30%; inactive = the rest. Hits appear at their usual frequency (roughly 7.3% active in at least one column).

SMILES	RXFP1 antag	D2 ag	D1 agonist	D1 PAM	TRHR enhancer	D1 antag	D2 PAM	D2 antag	TRHR agonist
O=C(c1ccc(CS(=O)c2ccccc2Cl)o1)N1CCN(c2ccccn2)CC1 (stereo not drawn)	-1	2.8	3	-4	-6	-36*	-10	-9	0.3
O=C(COC(=O)c1c2c(nc3ccccc13)/C(=C\c1cccs1)CCC2)Nc1ccccc1	.	1.9	4	-2	0	-4	3	5	1.1
CCCC(=O)NC(c1ccc(OC)cc1)c1ccc2cccnc2c1O (stereo not drawn)	-25	0.4	3	-3	-6	8	-5	-2	-0.1
CCc1cc(Cn2nc(-c3ccccc3)cc2C(=O)NCc2cccs2)on1	.	0.9	16	-6	0	-2	-10	0	2.6
CC1(C)SC(=Nc2ccccc2)N(S(=O)(=O)c2ccccc2)C1=O	-7	-0.3	2	-2	3	-11	-1	-8	-0.3
O=C(Nc1cccc(S(=O)(=O)N2CCOCC2)c1)c1ccccc1[N+](=O)[O-]	-8	0.6	5	0	-2	-14	-3	-6	0.7
COc1ccc(-c2nc(C#N)c(N3CCC(C(N)=O)CC3)o2)cc1OC	8	.	2	-12	0	-16	.	.	-0.3
Cc1ccc(/C=C(\C#N)C(=O)Nc2ccc(Br)cc2)o1	-3	0.0	1	-1	0	-4	-8	.	1.3
O=C(CN1C(=O)S/C(=C\c2ccccc2F)C1=O)NCCCn1ccnc1	5	0.6	3	-1	3	-8	1	7	0.1
CCOC(=O)CCc1c(C)nc(SCCN2CCCC2)c(C#N)c1C	2	-0.4	4	-5	0	7	-7	-6	1.2
Nn1c(Cc2ccccc2F)nnc1SCCOc1ccc(Cl)cc1	0	.	0	-6	5	-39*	.	.	-0.5
O=C(CSC1CS(=O)(=O)c2cc([N+](=O)[O-])ccc21)NNC(=O)c1ccc(Cl)cc1 (stereo not drawn)	-14	0.5	2	0	-10	-18	-1	-4	0.8
CC1CCCN(C(=O)Cn2c(-c3nonc3N)nc3ccccc32)C1 (stereo not drawn)	2	-1.2	2	-3	9	-3	8	-16	-0.5
CCOc1ccccc1N(CC)C(=O)Cn1ncc2c(=O)oc3ccccc3c21	2	.	2	0	-7	3	.	.	-0.6
CC(=O)OCCN1CCN(C(=O)CN2C(=O)NC(c3ccccc3)(c3ccccc3)C2=O)CC1	3	-0.4	4	0	3	5	4	-13	1.1
O=C(c1cn(-c2ccccc2)nc1-c1ccc(F)cc1)N1CCOCC1	-7	0.2	-1	-11	1	19	8	14	-0.3
Cn1c(NC(=O)c2cccc(Cn3cc(Cl)cn3)c2)nc2ccccc21	-9	-0.6	6	0	-2	-2	1	-15	0.0
O=C(N1CCOCC1)N1CCN(S(=O)(=O)c2ccc(Cl)cc2)C1	6	2.1	2	-2	-1	14	.	-11	0.5
COC(=O)c1ccccc1NC(=O)c1cc(-c2cccs2)on1	-2	-0.1	1	-7	-5	-9	-4	-4	2.2
O=C(CSc1ncn[nH]1)Nc1cc(S(=O)(=O)N2CCCC2)ccc1Cl	8	1.3	2	-6	-3	11	-3	2	0.8
CCOC(=O)c1cc(-c2csc(-c3ccc(C(C)(C)C)cc3)n2)on1	-8	0.7	5	-8	44*	-17	-19	1	0.1
Cc1cc(C)c2nc(SCC(=O)NCCN3C(=O)CSC3=O)cc(C)c2c1	.	-1.0	2	-3	3	12	-2	5	-1.3
CC1CC(C)CN(C(=O)C(C)N(C)CC(=O)Nc2ccc(Cl)cc2)C1 (stereo not drawn)	-5	-0.6	0	-4	-6	-9	14	-7	-1.2
O=C(CN1CCN(c2ccc([N+](=O)[O-])cc2)CC1)Nc1nccs1	-10	0.3	8	7	-1	-32*	-4	3	-0.3
C=CCn1c(COc2cccc3cccnc23)nnc1SCC(=O)OC	-5	-0.2	5	3	9	-9	0	-5	0.2
CCC(=O)N1CCN(c2nc(C)nc3sc(C)c(C)c23)CC1	19	-1.5	-1	3	3	13	10	11	-0.5
O=C(CCn1c(=O)c2cccn2c2ccc(F)cc21)NCc1cccc(F)c1	7	-0.6	0	25	-5	-14	-21	-1	0.4
COc1ccc(/C=N/NC(=O)c2c(C)nc3ccccn23)cc1[N+](=O)[O-]	-7	-0.3	7	2	-4	-12	-1	8	0.0
COc1cccc(N=C2SC(C(=O)Nc3ccc(F)cc3)CC(=O)N2C)c1 (stereo not drawn)	-22	0.8	16	-4	-2	2	29	-16	1.0
CC1CC(=O)N(CC(=O)NCc2ccc3c(c2)OCO3)c2ccccc2S1 (stereo not drawn)	10	-0.5	6	1	1	-15	4	-17	0.2
CCCCCn1c(CN2CCN(Cc3ccccc3)CC2)nc2c1c(=O)[nH]c(=O)n2C	-7	0.5	3	-6	-2	1	0	0	-0.1
O=C(NCc1csc2ccc(Cl)cc12)Nc1cccc2ccccc12	4	-1.3	2	-4	2	12	2	10	-0.4
O=C(NNS(=O)(=O)c1ccc(F)cc1)c1cc2ccccc2cc1O	-16	0.6	4	-3	-2	-4	-8	0	0.3
Cc1ccc(C(=O)N/C(=C/c2ccc(Cl)cc2)C(=O)N2CCOCC2)cc1	-27	-0.3	2	0	-3	5	12	-22	-0.7
CCOc1ccccc1NC(=O)Cn1c(=O)n(-c2ccccc2)c(=O)c2oc3ccccc3c21	.	-1.6	1	-3	8	24	12	-7	-0.7
Cc1ccc(Oc2nc3ccccn3c(=O)c2/C=C(\C#N)C(=O)Nc2c(C)n(C)n(-c3ccccc3)c2=O)c(C)c1	-5	1.0	0	1	-3	-2	6	12	-1.8
CC(C)CCn1c2ccccc2c2cc(CC(N)=O)ccc21	-72*	1.2	0	-4	4	6	3	-5	0.3
O=C(c1cn(-c2ccccc2)nc1-c1cccs1)N1CCN(c2ccc(F)cc2)CC1	-11	-0.3	13	2	14	-9	-1	-14	-0.5
Cc1coc2cc3oc(=O)c(Cc4ccccc4)c(C)c3cc12	-1	0.2	2	-2	-4	1	-10	-4	0.6
O=C(CC1NC(=O)NC1=O)NC1(C(=O)NC2CCCCC2)CCCCC1 (stereo not drawn)	7	0.6	2	0	-1	27	7	-15	0.4
Oc1ccccc1-c1cc(-c2ccc(F)cc2)n[nH]1	?	0.4	0	-3	-12	-24	3	-1	0.5
O=C(Nc1nc(-c2cccs2)c(C(=O)C(F)(F)F)s1)c1ccco1	1	-0.3	3	-1	-5	-1	-6	11	0.5
O=C(C1CCN(Cc2ccc(F)cc2)CC1)N1CCN(C/C=C/c2ccccc2)CC1	-12	-0.2	4	-4	-2	-18	-9	13	0.3
O=C(NCc1ccco1)c1ccc(COc2ccccc2Cl)cc1	-1	-1.0	6	-8	-4	-2	2	-3	-0.4
COCCNc1ncnc2c1c(-c1ccccc1)cn2-c1ccc(C)c(Cl)c1	5	0.4	2	0	-8	28	.	.	0.2
CSCC[C@H](NC(=O)c1ccc(Br)o1)c1nnc2ccccn12	-4	0.3	0	5	3	-13	4	3	-0.1
N#CCCN(CC(=O)O)S(=O)(=O)c1ccccc1	5	-0.1	0	-4	5	-3	-1	16	0.1
CCN(CC)S(=O)(=O)c1ccc(C(=O)NCc2ccc3c(c2)OCO3)cc1	-3	-0.4	6	-8	3	-10	2	-6	-0.1
C=CCNC(=O)c1onc(CSc2ccc(Cl)cc2)c1C(=O)NCC=C	.	1.0	6	0	-5	-4	16	12	0.2
Cc1ccc2cc(C3CC(c4ccco4)=NN3S(C)(=O)=O)c(Cl)nc2c1 (stereo not drawn)	0	-0.3	2	-5	0	14	11	0	-0.8
O=C1CN(c2nc(-c3cccs3)nc3sc4c(c23)CCCC4)CCN1	-6	1.6	1	-8	-2	8	-7	-1	-0.3
Cc1sc2nc[nH]c(=S)c2c1-c1ccccc1	-91*	-0.5	21	2	-3	0	-6	-6	-0.7
O=C1OCCC1Sc1nc2ccccc2c(=O)n1-c1ccc(F)cc1 (stereo not drawn)	-10	0.3	2	-4	1	-14	-7	-1	0.8
COc1ccc(S(=O)(=O)NCCNC(=O)N2CCOCC2)cc1	-5	-0.1	3	21	0	29	17	0	0.5
N#CCSc1nnc2sc3ccccc3n12	.	-0.8	3	-2	-3	-9	-2	3	0.5
Cc1cccc(CN2C(=O)c3ccccc3Sc3ccc(C(=O)NCCc4ccccc4)cc32)c1	-26	-0.3	7	-1	2	-14	-13	.	0.5
Cc1nc2nc(CC(=O)O)[nH]n2c(=O)c1[N+](=O)[O-]	9	-0.8	0	-8	13	-20	5	25	0.5

One compound at a time, from the list above:
`Cc1cccc(CN2C(=O)c3ccccc3Sc3ccc(C(=O)NCCc4ccccc4)cc32)c1` is listed with RXFP1 antag = -26; D2 ag = -0.3; D1 agonist = 7; D1 PAM = -1; TRHR enhancer = 2; D1 antag = -14; D2 PAM = -13; D2 antag = .; TRHR agonist = 0.5
`N#CCSc1nnc2sc3ccccc3n12` is listed with RXFP1 antag = .; D2 ag = -0.8; D1 agonist = 3; D1 PAM = -2; TRHR enhancer = -3; D1 antag = -9; D2 PAM = -2; D2 antag = 3; TRHR agonist = 0.5

Screens: PubChem BioAssay, National Center for Advancing Translational Sciences (NCATS)
